aSyn tox rescue = qHTS of alpha-syn Inhibitors: NCGC Sytravon Library Screen. Potency, µM (doses to about 46.1 µM), inactives show at the highest dose growth rescue (activation), usual class: activators. hit rate 0.02% among 94,000. AID 1347070, 2019. S. cerevisiae alpha-synuclein toxicity rescue, BacTiter-Glo growth, 24 h; active = well fitted activation curve with a large enough effect; also: 0% is about no effect
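Growth restoration measured by BacTiter-Glo luminescence after 24 hr at 30 deg C; alpha-synuclein yeast, raffinose-pregrown to mid-log, were added at OD600=0.02 in galactose medium onto pinned compounds.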
Numbers without * were called inactive; [ ] = remark or other dose. Potency is read from the fitted curve at half-maximal effect.

mol | aSyn tox rescue
CC(=O)c1c(C)[nH]c(C(=O)CN2C(=O)NC3(CCCCC3C)C2=O)c1C (stereo not given) | 4%
Cn1c(=O)cc(SCC(=O)N2CCN(c3ccccc3F)CC2)c2ccccc21 | 8%
CCOc1cccc(C(c2c(C)n(C)n(-c3ccccc3)c2=O)c2c(C)n(C)n(-c3ccccc3)c2=O)c1OC | -5%
O=S(=O)(NCCc1csc2nc(-c3ccc(Cl)cc3)nn12)c1ccc2c(c1)OCCO2 | -5%
COc1ccc(OC)c(CNC(=O)CN2C(=O)CCn3nc(-c4cn(C)c5ccccc45)cc32)c1 | -1%
CSc1nnc(C)c(=O)n1COC(=O)c1ccc([N+](=O)[O-])cc1 | -7%
COc1ccc(-n2ccnc(NCCc3ccc(S(N)(=O)=O)cc3)c2=O)cc1 | 3%
CCOC(=O)C1(Cc2ccccc2)CCN(Cc2ccc(C)s2)CC1 | -8%
Cc1cccc(NC(=O)c2oc3ccccc3c2NC(=O)c2cc(=O)c3cc(Cl)ccc3o2)c1 | 2%
CC(OC(=O)c1ccc2ncsc2c1)C(=O)Nc1ncc(Cl)cc1Cl (stereo not given) | 6%
Cc1cc2cc(CNC(=O)c3ccc(S(=O)(=O)N4CCOCC4)cc3)ccc2[nH]1 | -1%
COc1ccc(-n2c(SCC(=O)Nc3cccc(C)c3C)nc3c([nH]c4ccccc43)c2=O)cc1 | -5%
CCCCNC(=O)CC1Nc2cc(C)c(C)cc2NC1=O (stereo not given) | -10%
O=S(=O)(Nc1cccc(-c2ccc(N3CCOCC3)nn2)c1)c1cc(C(F)(F)F)ccc1Cl | 0%
C[C@@H]1CN([C@H](C)CO)C(=O)c2c(c3ccccc3n2C)-c2ccccc2CO[C@@H]1CN(C)C(=O)Nc1ccc2c(c1)OCO2 | -3%
O=C(NCc1ccccc1)c1cc2sccc2n1Cc1ccc(F)cc1 | -9%
Cc1ccc(F)cc1NC(=O)CCNC(=O)c1ccc([N+](=O)[O-])cc1 | -2%
COc1cc(C(=O)NCC(c2ccc3c(c2)OCO3)N2CCOCC2)cc(OC)c1OC (stereo not given) | -3%
CCCCOc1ccc(C(=O)N(Cc2ccc(C(C)C)cc2)C2CCS(=O)(=O)C2)cc1 (stereo not given) | 24%
CCc1ccc(CCN2C(=O)c3ccccc3C2=O)nc1 | -7%

Next entries follow:
mol | aSyn tox rescue
CC1CCc2sc(C(=O)Nc3ccc(C(N)=O)cc3)cc2C1 (stereo not given) | 8%
COc1ccc(NC(=O)CN2C(=O)C(C)(C)c3ccccc32)cc1Cl | 2%
CCOc1ccc(NC(=O)CSc2nc(C3CC3)nc3ccccc23)cc1 | 2%
CCCCCN(C(=O)CCC(=O)OC(C)C(=O)c1ccc(Cl)cc1)c1c(N)n(CCCC)c(=O)[nH]c1=O (stereo not given) | -2%
CCOC(=O)Cc1[nH]nc2c1C(Cc1ccccc1)C(C#N)=C(N)O2 (stereo not given) | -8%
CCOC(=O)c1cc[nH]c1CC(=O)NC | 0%
COc1cccc(-c2nc(CS(=O)(=O)CC(=O)Nc3cc(F)ccc3F)c(C)o2)c1 | -6%
CC(=O)Nc1ccc(SCC(=O)c2ccc(Br)s2)cc1 | -5%
O=C(NC(=S)Nc1cccnc1Cl)c1ccc(Cl)cc1 | -2%
Cc1cc(C)cc(NC(=O)CN2C(=O)COc3ccc(S(=O)(=O)Nc4ccccc4)cc32)c1 | -18%
O=C1[C@H]2[C@@H](c3ccccc3)N[C@]3(CCCN(Cc4ccc(Br)cc4)C3=O)[C@H]2C(=O)N1Cc1ccccc1 | 1%
O=S(=O)(c1ccccc1)n1nc(-c2ccco2)nc1NCc1ccccc1 | 10%
CC(NC(=O)C(=O)c1cn(CC(=O)N2CCCC2)c2ccccc12)c1ccccc1 (stereo not given) | -6%
CCc1ccc(NC(=O)CC2C(=O)N(c3ccc(C)cc3)C(=O)N2C2CCCC2)cc1 (stereo not given) | -17%
Cc1ccc(C(=O)n2nc(C)c(S(=O)(=O)N3CCOCC3)c2C)cc1 | 2%
Cc1cccc(NC(=O)CSc2ncc(-c3ccccc3)[nH]2)c1C | -4%
CSc1ncc(C(=O)Nc2ccccc2C(=O)c2ccccc2)c(C(F)(F)F)n1 | 6%
Cc1ccc(-c2nnc3ccccc3c2C(=O)Nc2ccc(F)cc2)cc1 | -13%
Nc1ccccc1SC1CC(=O)N(c2ccccc2Cl)C1=O (stereo not given) | -5%
O=C(Nc1ccc(Cl)c(Cl)c1)c1ccc(Cn2c(=O)[nH]c3ccsc3c2=O)cc1 | -3%

(cont.)
mol	aSyn tox rescue
COc1ccc(-c2nc(CCNC(=O)c3cc(OC)c(OC)c(OC)c3)cs2)cc1	-13%
CCCCCCN1C[C@@H](n2cc(COC(=O)c3ccccc3)nn2)[C@H](O)C[C@@H]1c1ccc(OC)cc1	-1%
CCOC(=O)N1CCC(N2CCN(Cc3ccc(C)o3)C(CCO)C2)CC1 (stereo not given)	-11%
Cc1ccc(S(=O)(=O)N2CCC(C(=O)NCc3ccccc3Cl)CC2)cc1	18%
CC(C)(C)NC(=O)Cn1c(SCC(=O)NC2CCCC2)nc2ccccc21	7%
CCOC(=O)c1ccc(NC(=O)NCCOCCn2c(=O)oc3ccccc32)cc1	-6%
Cc1ccc(C(=O)OCCc2sc[n+](Cc3ccccc3)c2C)cc1	-2%
Cc1ccc(Cl)cc1N(C)C(=O)c1cnc(N2CCOCC2)c2ccccc12	23%
CC(=O)N1CCCc2cc(S(=O)(=O)N(C)CC(=O)Nc3cccc(Cl)c3C)ccc21	6%
CCn1cc(C(=O)NCCN(CC(C)C)CC(C)C)c(=O)c2cc(S(=O)(=O)N(C)C3CCCCC3)ccc21	-6%
COc1ccc(Nc2cc(C)nc3ncnn23)c(OC)c1	-4%
COc1ccc(N(CC(O)CN2CCOCC2)S(=O)(=O)c2ccccc2)cc1 (stereo not given)	7%
C[C@@H]1CN([C@@H](C)CO)S(=O)(=O)c2ccc(C#Cc3cccc(F)c3)cc2O[C@@H]1CN(C)CC1CC1	7%
Cc1cc(-c2ccc(S(=O)(=O)Nc3ccc(Br)c(C)c3)s2)on1	7%
COC(=O)c1cc(C(=O)c2c(C)cc3ccccn23)cc([N+](=O)[O-])c1	-28%
O=C(COc1ccccc1)Nc1ccc(C(=O)OCc2cc(=O)n3nc(C4CC4)sc3n2)cc1	2%
CCCCCCN1C[C@H](n2cc(COC(=O)c3ccccc3)nn2)[C@@H](O)C[C@@H]1c1ccc(Cl)cc1	-6%
CN(CC(=O)Nc1ccc(F)cc1[N+](=O)[O-])Cc1ccccc1	5%
CCOC(=O)c1c(NC(=O)c2cc(-c3cccc(OC)c3)on2)sc2c1CCCC2	3%
Fc1ccc(Nc2c(-c3ccccn3)nc3ccc(Cl)cn23)cc1	-10%

3 entries picked at random from the list so far:
mol	aSyn tox rescue
CCCCCCN1C[C@H](n2cc(COC(=O)c3ccccc3)nn2)[C@@H](O)C[C@@H]1c1ccc(Cl)cc1	-6%
Cc1ccc(C(=O)OCCc2sc[n+](Cc3ccccc3)c2C)cc1	-2%
CCn1cc(C(=O)NCCN(CC(C)C)CC(C)C)c(=O)c2cc(S(=O)(=O)N(C)C3CCCCC3)ccc21	-6%

Going on with the list.
mol	aSyn tox rescue
Cc1nc(SCC(=O)Nc2ccccc2C)cc(-c2ccccc2)n1	5%
CS(=O)(=O)N(CC(=O)NCCSCc1ccccc1)c1cc(C(F)(F)F)ccc1Cl	-1%
Cc1c(C(=O)OCCOc2ccccc2)[nH]c2c1C(=O)CC(c1ccccc1)C2 (stereo not given)	5%
Cc1ccc(/C=N/Nc2ccc(F)cc2)s1	2%
CCc1ccccc1NC(=O)c1cn(C)c(=O)c2ccccc12	3%
O=C(Cn1ncc2c3ccccc3n(Cc3ccc(Cl)cc3)c2c1=O)NCCC1=CCCCC1	2%
O=C1/C(=C/c2cccnc2)SC(=S)N1c1ccc(F)cc1	-4%
O=c1cnc2ccccc2n1Cc1ccc(Br)cc1	10%
CCOC(=O)CSCC(=O)Nc1nnc(-c2cccc([N+](=O)[O-])c2)s1	9%
CC(=O)c1cccc(CN2CCN(CCC(C)C)C(CCO)C2)c1 (stereo not given)	0%
COc1ccccc1CNc1ccc(-c2nc(-c3ccco3)no2)cc1[N+](=O)[O-]	-3%
Cc1cccc(NC(=O)C2CCCN(c3ncnc4c3nc3n4CCCCC3)C2)n1 (stereo not given)	-3%
COCCOc1ccc(C(F)(F)F)cc1NC(=O)c1ccccc1	-3%
Cc1ccc(Cl)cc1NC(=O)N1CCC2(CC1)Oc1ccccc1C(=O)N2Cc1ccccc1F	-11%
O=C(Cn1c(SCc2ccccc2F)nc2ccncc21)Nc1ccccc1C(F)(F)F	-9%
CCOC(=O)CSc1nnc(-c2c[nH]c3ccccc23)n1CC	0%
CN1CCc2nc3sc(C(=O)Nc4ccccc4C(F)(F)F)c(N)c3cc2C1	-53%[inhibitor]
O=c1[nH]c2ccc(S(=O)(=O)N3CCCCC3)cc2s1	2%
C/C=C(\C)C(=O)NNC(=O)c1sc(-c2ccccc2)nc1C	-6%
CCCCCOC(=O)CSc1nc2c(c(=O)[nH]c(=O)n2C)n1Cc1ccc(Cl)cc1	-3%

New compounds follow.
mol	aSyn tox rescue
COC(=O)C1(C)CCCC2(C)C1CCC13OCC(CC21)C(O)(C(C)C)C3O (stereo not given)	10%
CCOc1ccc(CC(=O)Nc2c(C(=O)c3ccc(C)cc3)oc3ccccc23)cc1OCC	2%
CC(NC(=O)/C(C#N)=C/c1ccc(C(=O)O)cc1)c1ccccc1 (stereo not given)	-31%[inhibitor]
Cc1cc(CN2CCN(c3cccc(C)c3C)CC2)cs1	24%
Cc1oc(-c2cccc(Cl)c2)nc1CS(=O)(=O)CC(=O)NCCN1CCOCC1	-1%
COc1ccc(C2CC(c3cccs3)=Nc3ccccc3S2)cc1 (stereo not given)	26%
COc1ccc(OC)c(NC2=C(c3ccccc3)C(=O)c3ccccc32)c1	-61%[inhibitor]
COc1ccc2cc1Oc1ccc(cc1)CC1c3c(cc(OC)c4c3Oc3cc5c(cc3O4)CCNC5C2)CCN1C (stereo not given)	0%
NC(=O)NOCc1ccccc1	-6%
CCCSc1nc(-c2ccc(OC)cc2)cc(-c2ccccc2OC)c1C#N	3%
CCCC(=O)N(c1ccc2oc3c(c2c1)CCCC3)S(=O)(=O)c1ccc(CC)cc1	6%
CCOc1ccc(NCc2nc3ccccc3n2CCOc2ccc(C)cc2)cc1	-21%
CC(C)C(NC(=O)c1cccnc1)C(=O)O (stereo not given)	-7%
COc1ccc2oc(C(=O)OCC(=O)N3CCCCC3)c(C)c2c1	-3%
CSc1ccc(CCNC(=O)Cn2ccc3cc(S(=O)(=O)N4CCCCCC4)ccc32)cc1	-39%[inhibitor]
O=C(COc1ccccc1)N1CCN(C(=O)c2ccccc2F)CC1	10%
Cc1cc(C)nc(NS(=O)(=O)c2ccc(NC(=O)CSc3ncn[nH]3)cc2)n1	-15%
N#Cc1ccc(NC(=O)COC(=O)CCc2nc3ccccc3c(=O)[nH]2)cc1	-3%
CCCCN(CC)C(=O)c1ccc2c(c1)NC(=O)c1ccccc1S2	10%
O=C(C[n+]1ccccc1)Nc1ccccc1Br	0%

14 compounds from above, ordered by number of heavy atoms, largest number first.
mol	aSyn tox rescue
COc1ccc2cc1Oc1ccc(cc1)CC1c3c(cc(OC)c4c3Oc3cc5c(cc3O4)CCNC5C2)CCN1C (stereo not given)	0%
CCOc1ccc(CC(=O)Nc2c(C(=O)c3ccc(C)cc3)oc3ccccc23)cc1OCC	2%
CSc1ccc(CCNC(=O)Cn2ccc3cc(S(=O)(=O)N4CCCCCC4)ccc32)cc1	-39%[inhibitor]
CCOc1ccc(NCc2nc3ccccc3n2CCOc2ccc(C)cc2)cc1	-21%
Cc1oc(-c2cccc(Cl)c2)nc1CS(=O)(=O)CC(=O)NCCN1CCOCC1	-1%
Cc1cc(C)nc(NS(=O)(=O)c2ccc(NC(=O)CSc3ncn[nH]3)cc2)n1	-15%
COC(=O)C1(C)CCCC2(C)C1CCC13OCC(CC21)C(O)(C(C)C)C3O (stereo not given)	10%
CCCCN(CC)C(=O)c1ccc2c(c1)NC(=O)c1ccccc1S2	10%
COc1ccc(C2CC(c3cccs3)=Nc3ccccc3S2)cc1 (stereo not given)	26%
C/C=C(\C)C(=O)NNC(=O)c1sc(-c2ccccc2)nc1C	-6%
Cc1cc(CN2CCN(c3cccc(C)c3C)CC2)cs1	24%
O=C(C[n+]1ccccc1)Nc1ccccc1Br	0%
CC(C)C(NC(=O)c1cccnc1)C(=O)O (stereo not given)	-7%
NC(=O)NOCc1ccccc1	-6%

More structures
mol	aSyn tox rescue
COc1ccc(/C=C/CN2CCN(Cc3ccc(C)cc3)C(CCO)C2)cc1 (stereo not given)	-5%
O=C(COc1ccccc1Cl)N1CCN(c2ccccn2)CC1	-5%
COc1ccccc1NC(=O)CN1C(=O)C(c2ccc(F)cc2)=NC12CCCCC2	10%
Cc1ccc(N2CCn3c2nc2c3c(=O)n(Cc3cccc(Cl)c3)c(=O)n2C)cc1C	2%
Cn1cc(C(=O)NCc2ccc(F)cc2)c(=O)c2cc(S(=O)(=O)N3CCCCC3)ccc21	4%
CCc1nc2ccc(C(=O)N3CCN(c4ccc(Cl)cc4)CC3)cc2nc1CC	4%
CCn1cc(C(=O)OCC(=O)NCc2ccccc2Cl)c(=O)c2ccc(C)nc21	-2%
Cc1cccc(N2CCN(S(=O)(=O)c3ccc4c(c3)CCCN4C(=O)C3CCC3)CC2)c1C	9%
Cc1ccc(S(=O)(=O)/N=S(/c2ccccc2)C(C)C)cc1 (stereo not given)	-7%
Cc1cc(C(=O)Nc2ccc(CC(=O)O)cc2)c(C)o1	-3%
CCCCNC(=S)NCCN1CCN(C(=S)NCCCC)CC1	10%
COc1cc(C(=O)N(C(C)C)C2CCCCC2)cc(OC)c1OC	-4%
N#CC1=C(N)OC2=C(C(=O)CCC2)C1c1ccoc1 (stereo not given)	-4%

Screens from PubChem.

The list is partial (hit frequency here may not be typical).
